TEAD-YAP block: TEAD-YAP interaction inhibition, primary screen, TEAD-YAP interaction inhibitor project, luminescence, HEK-TIYL cells; TEAD-Gal4/YAP UAS-luciferase luminescence; inhibition, % at 9.12 µM; actives 1.4% (n = 640,000); in the data active = inhibition above about 32%;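 note: 0% = median of test compound wells and 100% = reference inhibitor wells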
GPR151 ag: activators of human GPR151, primary screen, cell-based, PathHunter beta-arrestin, luminescence; actives 1% (n = 650,000); G-protein coupled receptor 151 (Homo sapiens), Q8TDV0; AID 1508602, 2020; activation, % at 11.2 µM; PathHunter beta-arrestin GPR151 cells; in the data active = activation above about 4.9%;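 note: 0% = median of compound wells and 100% = cells with positive control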
Target sequence (Q8TDV0 whole entry, looked up): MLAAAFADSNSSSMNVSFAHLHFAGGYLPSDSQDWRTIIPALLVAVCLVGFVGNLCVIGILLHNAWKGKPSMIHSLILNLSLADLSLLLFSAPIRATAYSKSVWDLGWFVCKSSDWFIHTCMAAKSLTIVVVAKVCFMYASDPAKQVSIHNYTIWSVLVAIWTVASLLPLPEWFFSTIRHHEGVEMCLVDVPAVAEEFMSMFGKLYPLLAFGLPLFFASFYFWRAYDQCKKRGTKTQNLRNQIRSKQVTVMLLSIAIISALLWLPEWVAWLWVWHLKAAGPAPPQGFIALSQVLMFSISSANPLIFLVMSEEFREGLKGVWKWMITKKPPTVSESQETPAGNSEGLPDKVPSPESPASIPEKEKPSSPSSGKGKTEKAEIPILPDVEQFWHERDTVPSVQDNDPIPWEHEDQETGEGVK
FBW7 activator: FBW7 E3 ligase activators, primary screen, biochemical, AlphaScreen, human. normalized activity (activation), % at 26.1 µM. AlphaScreen FBW7–phospho-cyclin E peptide binding, activator screen. actives 0.13% (n = 650,000). AID 1259310, 2017; in the data active = normalized activity above about 1.9%;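 note: purified mutant Fbw7 with reduced substrate affinity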
MITF primary: MITF inhibitors, primary screen, biochemical, AlphaScreen, human. AlphaScreen MITF homodimerization, bead proximity signal. inhibition, % at 2.6 µM. actives 0.91% (n = 650,000). AID 1259374, 2018; in the data active = inhibition above about 50%;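 note: 0% = vehicle wells with protein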
Target sequence (O75030 whole entry, looked up): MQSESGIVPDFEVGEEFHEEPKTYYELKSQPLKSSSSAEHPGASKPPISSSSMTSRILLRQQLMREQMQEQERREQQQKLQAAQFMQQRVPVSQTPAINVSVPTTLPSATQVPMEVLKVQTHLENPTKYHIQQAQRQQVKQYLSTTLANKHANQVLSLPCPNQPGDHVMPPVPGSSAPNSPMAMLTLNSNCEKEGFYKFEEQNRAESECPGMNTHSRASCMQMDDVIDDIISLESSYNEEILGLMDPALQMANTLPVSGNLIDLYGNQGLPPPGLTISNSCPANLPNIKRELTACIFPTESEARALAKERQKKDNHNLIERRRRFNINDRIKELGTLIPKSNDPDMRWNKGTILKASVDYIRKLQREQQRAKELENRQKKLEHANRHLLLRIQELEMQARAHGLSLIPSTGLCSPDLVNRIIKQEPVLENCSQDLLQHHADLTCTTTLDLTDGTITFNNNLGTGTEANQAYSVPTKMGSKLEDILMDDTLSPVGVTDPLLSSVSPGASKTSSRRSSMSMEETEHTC
An asterisk follows results filed as active; & = joins results of further samples. Not a hit list; any-hit rate near 3.4%.

SMILES	TEAD-YAP block	GPR151 ag	FBW7 activator	MITF primary
COc1ccc(OC)c(-n2c(=S)sc3c(=O)n(-c4ccccc4C)c(SCC(=O)N4CCCC4)nc32)c1	2	0.4	0.0	1
COc1cc(/C=N/NC(=O)COc2ccc(C)cc2)cc(OC)c1O	-19	-0.1	0.1	-6
COC(=O)c1ccc(/C=c2\sc(=C(C#N)C#N)n(-c3ccc(F)cc3)c2=O)cc1	2	-0.2	0.0	-4
O=C(NC(=O)C(F)(F)F)Nc1cccc(S(=O)(=O)N2CCCCCC2)c1	2	-1.1	0.3	14
COc1ccc(NC(=O)CN(C)S(=O)(=O)c2ccc(F)cc2)cc1OC	0	0.0	0.3	-2
CCN1CCN(c2cc(C)c3cc(NC(=O)c4cccc(Cl)c4)ccc3n2)CC1	-23	0.4	0.0	6
CC(C)Cc1cc(C(=O)NCc2cccs2)no1	-51	0.3	0.0	5
O=C(c1ccc(N2CCC(NCc3cccc(F)c3F)CC2)cc1)N1CCCC(O)C1 (centres undefined)	4	-0.7	0.0	-3
COc1ccccc1C(=O)N(Cc1ccc(C)o1)C1CCS(=O)(=O)C1 (centres undefined)	8	1.3	0.2	10
COc1ccc(OC)c(C2C(C(=O)Nc3ccc(C)cc3)=C(C)Nc3ncnn32)c1 (centres undefined)	-8	0.1	0.8	14
COc1ccc(-c2cc(C(F)(F)F)n3ncc(C(=O)Nc4ccc(C#N)cc4)c3n2)cc1OC	4	0.0	0.0	14
Cc1cc(C(F)F)n2nc(C(=O)Nc3cccnc3Cl)nc2n1	-5	-1.2	0.1	7
COc1ccc(CNC(=O)CCCn2c(SCC(=O)Nc3cccc(OC)c3)nc3cc4c(cc3c2=O)OCO4)cc1	-3	0.2	0.0	2
COc1ccc(OC)c(NC(=O)Cc2c(C(=O)O)n(C)c3ccccc23)c1	5	0.7	-0.1	1
O=C(c1ccc(F)cc1)N1CCN(c2cc(-n3cccn3)ncn2)CC1	-9	0.0	-0.1	4
Nc1nnc(CSc2ccccc2)s1	6	0.0	0.0	-1
O=[N+]([O-])c1ccc(N2CCOCC2)cc1NC(c1ccccc1)c1ccccc1	-4	-0.8	-0.4	0
C#CCN1C(=O)C2C(C(=O)NC)C3(C)C=CC2(O3)C1C(=O)NC1CCCC1 (centres undefined)	2	0.7	-0.1	3
COc1ccc(CNC(=O)Cn2cc3c(n2)CCCC3)cc1	-4	2.1	0.0	12
COC(=O)c1c(NC(=O)COC(=O)c2c(-c3ccccc3)nn(-c3ccccc3)c2C)sc2c1CCC2	0	0.6	0.1	10

A run of entries from further up:
SMILES	TEAD-YAP block	GPR151 ag	FBW7 activator	MITF primary
COc1ccccc1C(=O)N(Cc1ccc(C)o1)C1CCS(=O)(=O)C1 (centres undefined)	8	1.3	0.2	10
COc1ccc(OC)c(C2C(C(=O)Nc3ccc(C)cc3)=C(C)Nc3ncnn32)c1 (centres undefined)	-8	0.1	0.8	14
COc1ccc(-c2cc(C(F)(F)F)n3ncc(C(=O)Nc4ccc(C#N)cc4)c3n2)cc1OC	4	0.0	0.0	14
Cc1cc(C(F)F)n2nc(C(=O)Nc3cccnc3Cl)nc2n1	-5	-1.2	0.1	7
COc1ccc(CNC(=O)CCCn2c(SCC(=O)Nc3cccc(OC)c3)nc3cc4c(cc3c2=O)OCO4)cc1	-3	0.2	0.0	2

Continuation.
SMILES	TEAD-YAP block	GPR151 ag	FBW7 activator	MITF primary
CCOCCn1cnc2sc(C(=O)N3CCN(C(=O)OCC)CC3)c(C)c2c1=O	7	1.7	-0.1	5
Cc1cccc(C(=O)Oc2ccc(Br)cc2Br)c1	-2	0.4	0.0	-4
O=C(O)CCCc1ccc(/C(=N\O)c2ccccc2)s1	-6	-3.6	-0.2	-1
COc1ccc(NC(=O)CCn2cccc2)cc1	-6	0.5	0.0	8
CCN(CC)c1ccc(/C=N/n2nnnc2N)c(O)c1	-37	-0.1	0.1	-13
CCOc1ccc(NC(=O)C/C(C)=N/NC(=O)COc2ccc(OC)cc2)cc1	-11	4.4	0.0	-19
Cc1ccc2c(c1)S(=O)(=O)N=C(CN1CCCN(Cc3ccccc3)CC1)N2	8	-1.5	-0.2	14
CCC1(CC)OC(c2ccc(-c3ccccc3[N+](=O)[O-])o2)Nc2ccccc21 (centres undefined)	6	-0.7	-0.1	3
C=CCn1c(SCC(=O)NCc2ccccc2)nnc1-c1ccco1	2	-0.1	0.1	-6
CCc1cccc(NC(=O)CCc2c(C)nc3nc(CN)nn3c2C)c1	-6	0.1	0.6	23
COc1ccc(NC(=O)c2c(O)c3c(n(CC(C)C)c2=O)CCCC3)cc1	-4	0.5	-0.1	-10
CCCCOC(=O)C1=C(C)NC(=O)NC1c1ccc(O)c(OCC)c1 (centres undefined)	1	-0.6	-0.1	-6
Cc1cc(C)c(Cc2c(C)nc3c(C(=O)NCCN4CCOCC4)cnn3c2C)c(C)c1	13	-0.7	0.0	12
CC(=O)c1ccc(NC(=O)C2CC(O)CN2S(=O)(=O)c2ccc(Cl)cc2)cc1 (centres undefined)	-9	0.1	-0.1	10
COc1ccccc1-c1nc2cnccn2c1NCc1ccc(F)cc1	2	-1.0	0.3	-13
CCOc1ccccc1N(C)C(=O)c1cc(S(=O)(=O)NCCc2ccc(Cl)cc2)ccc1F	-1	0.7	-0.1	-4
CC(=O)Nc1ccc(Nc2cc(C)nc(NCCN3CCOCC3)n2)cc1	5	0.4	0.1	6
Cc1ccc(CN2CC(C(=O)NNC(=O)c3ccc(C(C)(C)C)cc3)CC2=O)cc1 (centres undefined)	1	0.9	-0.1	-5
CCN(CC)C(=O)C(=O)Nc1cc(Cl)cc(Cl)c1	-27	-1.1	-0.1	12
CC(C)CNC(=O)c1cc(-c2ccccc2O)no1	-77	1.1	0.0	-7
O=C(Nc1ccc(-c2ccccc2)cc1)c1ccccn1	64*	-4.8	-0.1	-9
CCOc1cc(Br)c(C(=O)O)cc1OCC	-5	-0.3	0.0	-16
COc1ccc(CCC(C)NCCCN(C)C)cc1 (centres undefined)	-9	0.0	-0.1	-6
Cc1nc(N(C)c2ccc(C(C)C)cc2)c2c(C)c(C(=O)Nc3ccc(Oc4ccccc4)cc3)sc2n1	-2	7.8*	1.5	11
O=C(/C(=C(/C(Cl)Cl)N1CCCCC1)[N+](=O)[O-])N1CCCCC1	5	0.7	0.1	2
CCOC(=O)c1sc(NC(=O)c2ccc(S(=O)(=O)N3CC(C)CC(C)C3)cc2)nc1C (centres undefined)	-3	-1.0	0.3	11
Cc1c(C(=O)NC2CCCCCC2)sc2ncnc(N3CCC(C)CC3)c12	6	0.0	0.5	17
CC(=O)N1CCc2cc(S(=O)(=O)CCC(=O)Nc3ccc(C)c(N(C)C)c3)ccc21	7	0.8	0.1	0
CC(C)Cn1c(=O)c2c(nc3n2CCS3)n(C)c1=O	3	-0.5	0.0	-2
COCCNC(=O)C1CCCN(Cc2nc(-c3ccc(OC)cc3)oc2C)C1 (centres undefined)	-8	1.8	-0.1	8

Full records, quoted from the list. Screens in order: TEAD-YAP block, GPR151 ag, FBW7 activator, MITF primary
Listed for COc1ccc(CCC(C)NCCCN(C)C)cc1 (centres undefined) = -9, 0.0, -0.1, -6
Listed for COc1ccccc1-c1nc2cnccn2c1NCc1ccc(F)cc1 = 2, -1.0, 0.3, -13

Following part:
SMILES	TEAD-YAP block	GPR151 ag	FBW7 activator	MITF primary
COc1ccc(N2C(=O)N(c3ccccc3)C3CS(=O)(=O)CC32)cc1 (centres undefined)	0	1.9	-0.1	5
COc1ccc(CCN2C(=O)CCC2(C)C(=O)NC2CCCCC2)cc1OC (centres undefined)	5	-0.3	-0.2	0
Cc1noc(NS(=O)(=O)c2ccc(N/C=C/C(=O)c3ccc(Br)cc3)cc2)c1C	-8	-0.5	0.5	4
CC1=C(C(=O)Nc2ccc(Br)cn2)C(c2ccc(Cl)cc2)C2=C(CCCC2=O)N1 (centres undefined)	2	0.0	0.0	-18
CCn1c(=O)c2c(nc3n(-c4ccc(C)c(C)c4)c(C)cn23)n(C)c1=O	0	-1.0	0.2	-4
COc1ccc(C(=O)Nc2nc3nc(C)cc(C)c3s2)cc1	-17	0.6	0.1	17
COc1ccc(NC(=O)Oc2ccccc2)cc1OC	0	-0.3	0.5	2
Cc1cc(NC(=O)c2ccc(S(=O)(=O)N3CC(C)CC(C)C3)cc2)no1 (centres undefined)	4	1.5	-0.1	0
NC(=O)C1CCCN(C2CC(=O)N(c3ccc(Br)cc3)C2=O)C1 (centres undefined)	10	1.3	0.0	13
O=C(O)Cc1nnn(C23CC4CC(CC(C4)C2)C3)n1	4	1.1	0.0	2
CCCCSc1nnc(CSc2ncccn2)n1-c1ccc(F)cc1	-3	-1.2	-0.1	2
Cc1cccc(C(=O)Nc2sc3c(c2C(=O)N2CCN(Cc4ccccc4)CC2)CCCC3)c1	6	-1.8	0.1	-2
COc1ccc(N2C(=O)NC(=O)/C(=C/c3cc(Br)cc(OC)c3O)C2=O)cc1	-3	-1.3	-0.1	9
Cc1ccc(C2CC(C(F)(F)F)n3ncc(C(=O)Nc4cc(Cl)ccc4O)c3N2)cc1 (centres undefined)	2	0.0	0.0	16
CCOC(=O)c1c(NC(=O)c2cc(Cl)cc(Cl)c2)sc2c1CCCCC2	9	-1.3	0.1	-3
Cn1c(SCC(=O)Nc2ccccc2Br)nnc1C(F)(F)F	16	-0.4	0.0	-1
N#C/C(=C\c1ccc(Cl)cc1)C(=O)Nc1ccccc1C(N)=O	-2	2.6	0.0	-6
NC(=O)COc1ccc2c3c(c(=O)oc2c1)CCCCC3	-3	-0.7	0.0	2
Cc1cccc(NC(=O)c2sc3nc4c(cc3c2N)CCC4)c1	-51	-0.6	1.0	12
Cc1ccc(Nc2nc(Nc3ccc(C)cc3)nc(N3CCc4ccccc4C3)n2)cc1	-2	-0.5	0.1	-19
CC(=O)N(CCc1c(C)[nH]c2ccccc12)C(C(=O)Nc1c(C)cccc1C)c1ccc(Cl)cc1 (centres undefined)	-1	2.3	0.3	-13
CCOC(=O)c1sc(NC(=O)C(C)Sc2nnc(CNC(=O)c3cccs3)n2-c2cccc(C)c2C)c(C(=O)OCC)c1C (centres undefined)	3	0.1	0.0	-10
Cc1ccc(Cl)cc1NS(=O)(=O)c1cc2c(cc1C)N(C)CCO2	2	1.5	-0.2	3
CCCCc1ccc2c(N)c(C(=O)Nc3ccc4c(c3)OCO4)sc2n1	-62	-0.2	-0.1	1
O=C1N[C@@H](Cc2c[nH]c3ccccc23)C(=O)N2CCN(Cc3cnn(-c4cccc(F)c4)c3)C[C@H]12	2	0.5	0.0	17
CN(C)C(=O)c1ccc(-n2cnc3ccccc3c2=O)cc1	-30	-1.1	-0.1	-10
CCn1c2cc(C)sc2c2cnn(C)c(=O)c21	-7	0.2	0.4	8
Cc1c(C(=O)N2CCN(c3ccccc3)CC2)[nH]c2ccc(OCc3ccccc3)cc12	-8	-0.5	0.0	0
CCNc1nc(NC(C)C)nc(Oc2ccc(=O)n(C)n2)n1	-12	-0.1	-0.2	2
CC1=NS(=O)(=O)c2cc(Cl)ccc2N1	-1&11&-9	-1.4&4.8&4.0&0.9&-0.8	0.5&0.2&0.1&-0.1&0.4	-3&15&9&-5&11
CN1CCC(N(C)C(=O)/C(C#N)=C/c2ccccc2)CC1	-9	0.3	-0.2	-14
COc1ccc(NC(=O)N2CCCCCC2)cc1OC	-3	5.5*	0.2	15
CCCNC(=O)c1ccc2c(c1)NC(=O)c1ccccc1S2	-1	1.2	0.0	-2
Cc1ccc(NC(=O)CSc2nc3nc(C)c(Cc4ccccc4F)c(C)n3n2)cc1	17	0.2	-0.1	-8
Cc1nc2c(c(=O)[nH]1)CN(CC(=O)NC(C)(C)C)CC2	-7	-0.2	-0.2	-14
CCOc1ccccc1-c1nnc(SCC(=O)O)n1-c1ccccc1	-2	-0.6	-0.2	13
O=C(O)c1cc2cc(Cl)cc(Br)c2o1	-8	-0.7	0.0	10
O=C(c1cncs1)N1CCOc2ccc(C(O)C3CCCCC3)cc2C1 (centres undefined)	-2	-0.6	0.1	1
Cc1ccc(N2C(=O)CC(NNC(=O)c3cccc([N+](=O)[O-])c3)C2=O)c(C)c1 (centres undefined)	-1	1.0	0.1	-7
COc1cc(OC)c(NC(=O)CNC(=O)c2nn(-c3ccc(OC)c(OC)c3)c(=O)c3ccccc23)cc1Cl	-3	-0.4	0.0	-13

Structures from the list above that contain a tert-butyl group, in the order listed:
SMILES	TEAD-YAP block	GPR151 ag	FBW7 activator	MITF primary
Cc1ccc(CN2CC(C(=O)NNC(=O)c3ccc(C(C)(C)C)cc3)CC2=O)cc1 (centres undefined)	1	0.9	-0.1	-5
Cc1nc2c(c(=O)[nH]1)CN(CC(=O)NC(C)(C)C)CC2	-7	-0.2	-0.2	-14

(continued)
SMILES	TEAD-YAP block	GPR151 ag	FBW7 activator	MITF primary
CCC(C)NC(=O)CSCc1cnn(-c2ccccc2)c1-n1cccc1 (centres undefined)	-12	1.0	0.1	-6
CCCNc1c(N)cc(C(F)(F)F)cc1[N+](=O)[O-]	0	0.1	-0.2	3
O=C1c2ccccc2C(=O)N1c1ccc(Cl)cc1 (tested in a mixture with another compound)	-9	-1.2	0.8	18
Nc1nc(SCC(=O)NC2CCCc3ccccc32)n[nH]1 (centres undefined)	0	-3.3	-0.1	-8
CC12CN3CC(C)(CN(C1)C(=O)c1ccccc1C3=O)C2=O	6	-0.5	-0.3	12
CCCCCOC(=O)C1=C(C)NC(=O)NC1c1ccc(OC)c(Br)c1 (centres undefined)	14	0.3	0.0	9
OCCNc1nc(N2CCN(c3ccccn3)CC2)nc2c1ncn2C1CCCCC1	2	-1.0	-0.1	1
COc1ccc(C)cc1S(=O)(=O)NCCO	8	-0.3	0.4	15

Screening results deposited in PubChem BioAssay by The Scripps Research Institute Molecular Screening Center.
